Assay outcomes from PubChem BioAssay.
BLM helicase inh – Bloom syndrome helicase (human) inhibition; recombinant BLM DNA unwinding, fluorescence dequenching; Potency, µM (series often up to 56.1 µM), for the others: at the highest dose activity change, negative = inhibition, usual class: inhibitors; 350,000 compounds, 0.2% hits; AID 2528;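 note: plate controls were vehicle for no effect and no enzyme for full effect; nearly all actives have a fitted effect of over 35% in size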
APEX1 inh – blocks human APE1 abasic DNA cleavage | P27695 | recombinant APE1, TAMRA/BHQ-2 abasic DNA cleavage fluorescence | Potency, µM (highest dose often 65.8 µM), for inactives: at the highest dose activity change, negative = inhibition, hits mostly inhibitors | 350,000 compounds, 0.35% hits;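 note: plate controls were vehicle for no effect and reference inhibitor for full effect; nearly all actives have a fitted effect of over 55% in size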
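Kinetic fluorescence read (525 ex/598 em nm, three reads 60 s apart) of AP-site incision; signal = third minus first read. Enzyme 0.75 nM, dual-labelled THF duplex 50 nM, compound preincubation 15 min RT.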
G9a inh – blocks human histone lysine methyltransferase G9a; Potency, µM (titrated, usually from 102 µM), inactives show top-dose activity, negative = inhibition, actives largely listed as inhibitors; 350,000 compounds, 8.8% hits; AID 504332; Q96KQ7; G9a H3K9 monomethylation, AlphaScreen, 2 h; note: % is set by controls: 0 for no effect and ±100 for the full control effect; nearly all actives have a fitted effect of over 75% in size
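AlphaScreen read-out: biotin-H3K9 peptide (500 nM) methylation by 20 nM enzyme with 20 uM SAM, 2 h at room temperature after 15 min compound preincubation; anti-monomethyl H3K9 antibody plus donor/acceptor beads, 10 min dark.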
POLI inh – blocks human DNA polymerase iota activity | Q9UNA4 | Pol iota fluorescent replication assay, 10 min | Potency, µM (series often up to 115 µM), for inactives: at the highest dose activity, negative = inhibition, hits mostly inhibitors | 390,000 compounds, 1% hits | AID 588590
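Pol iota at 10 nM preincubated 15 min with compounds at room temperature; reaction started with fluorescent substrate, 50 nM final. Fluorescence read kinetically at 0 and 10 min; buffer-only wells as negative control.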
POLB inh – inhibitors of human DNA polymerase beta | P06746 | AID 485314 | Pol beta primer extension/strand displacement, fluorescence kinetic | 340,000 compounds, 1.3% hits | Potency, µM (highest dose often 114 µM), inactives show at the top dose activity change, negative = inhibition, most hits filed as inhibitors; note: % is set by controls: 0 for no effect and ±100 for the full control effect
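Human Pol beta at 10 nM; strand-displacement substrate 50 nM final. Compound exposure 15 min at room temperature before start, reaction 10 min at room temperature.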
BAZ2B block – blocks human BAZ2B | AID 504333 | Q9UIF8 | 360,000 compounds, 4.4% hits | Potency, µM (top dose mostly 114 µM), for the others: at the highest dose activity change, negative = inhibition, hits mostly inhibitors | AlphaScreen BAZ2B-H3K14Ac peptide displacement; note: % is set by controls: 0 for no effect and ±100 for the full control effect; nearly all actives have a fitted effect of over 60% in size
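AlphaScreen displacement of biotin-H3(5-23)K14Ac peptide (50 nM final) from BAZ2B (50 nM final) in PBS pH 7.4, 0.01% Tween-20; complex preformed 30 min RT, then compounds (top 110 uM) 30 min RT, beads 20 min dark.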
POLH inh – inhibitors of human DNA polymerase eta | Q9Y253 | 390,000 compounds, 1.2% hits | Potency, µM (top dose mostly 114 µM), inactives show at the top dose activity change, negative = inhibition, actives largely listed as inhibitors | recombinant Pol eta, fluorescent DNA replication assay; note: % is set by controls: 0 for no effect and ±100 for the full control effect
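Pol eta (10 nM) was preincubated with compounds for 15 min at room temperature, after which fluorescent replication substrate (50 nM final) was added to start the reaction. Fluorescence was read kinetically at 0 and 10 min.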
JMJD2A Tudor – JMJD2A Tudor domain (human) inhibition | AID 504339 | O75164 | AlphaScreen JMJD2A-Tudor / H3K4me3 peptide binding | Potency, µM (highest dose often 114 µM), without a hit: at the top dose activity change, negative = inhibition, usual class: inhibitors | 390,000 compounds, 4.4% hits; note: % is set by controls: 0 for no effect and ±100 for the full control effect; nearly all actives have a fitted effect of over 50% in size
Target sequence (O75164 whole entry, looked up, the tested form may be a part): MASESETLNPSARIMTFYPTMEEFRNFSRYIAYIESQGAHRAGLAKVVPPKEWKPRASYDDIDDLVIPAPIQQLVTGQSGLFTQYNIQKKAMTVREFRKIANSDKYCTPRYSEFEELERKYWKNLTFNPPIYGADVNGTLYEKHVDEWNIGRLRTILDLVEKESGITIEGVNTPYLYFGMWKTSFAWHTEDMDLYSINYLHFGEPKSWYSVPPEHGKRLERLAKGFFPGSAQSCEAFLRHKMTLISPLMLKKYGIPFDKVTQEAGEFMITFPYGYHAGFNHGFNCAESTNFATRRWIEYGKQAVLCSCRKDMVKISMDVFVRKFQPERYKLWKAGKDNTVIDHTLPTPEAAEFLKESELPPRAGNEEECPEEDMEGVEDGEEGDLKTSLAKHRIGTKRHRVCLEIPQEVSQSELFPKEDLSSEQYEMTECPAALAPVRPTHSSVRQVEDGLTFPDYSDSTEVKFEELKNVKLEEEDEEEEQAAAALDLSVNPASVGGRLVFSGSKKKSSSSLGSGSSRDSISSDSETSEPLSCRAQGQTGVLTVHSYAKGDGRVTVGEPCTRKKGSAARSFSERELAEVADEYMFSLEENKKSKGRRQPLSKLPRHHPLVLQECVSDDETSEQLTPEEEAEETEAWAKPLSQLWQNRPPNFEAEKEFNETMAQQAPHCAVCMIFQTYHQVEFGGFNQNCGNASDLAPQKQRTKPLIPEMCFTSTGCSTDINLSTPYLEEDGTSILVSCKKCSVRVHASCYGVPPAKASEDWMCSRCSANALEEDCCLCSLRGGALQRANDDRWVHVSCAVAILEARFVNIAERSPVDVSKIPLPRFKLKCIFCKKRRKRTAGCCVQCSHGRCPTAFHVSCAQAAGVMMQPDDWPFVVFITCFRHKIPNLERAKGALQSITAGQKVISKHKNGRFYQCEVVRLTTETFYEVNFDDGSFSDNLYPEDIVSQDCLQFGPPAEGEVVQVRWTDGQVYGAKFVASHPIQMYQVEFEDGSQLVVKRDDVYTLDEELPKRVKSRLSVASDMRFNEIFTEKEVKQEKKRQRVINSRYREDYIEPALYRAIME
Pol kappa inh – inhibitors of human DNA polymerase kappa; Q9UBT6; purified Pol kappa, fluorescent DNA synthesis assay, 10 min; Potency, µM (titrated, usually from 107 µM), without a hit: at the highest dose activity, negative = inhibition, actives largely listed as inhibitors; 400,000 compounds, 0.53% hits; AID 588579; note: % is set by controls: 0 for no effect and ±100 for the full control effect
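50 nM final substrate added after 15 min RT preincubation of 10 nM Pol kappa with compound; fluorescence read at 0 and 10 min.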
* marks the source's active call; other numbers are inactive results; ? = inconclusive; . = not tested or not shown; [ ] = dose if it differs, or a comment. Calls come from the whole dose curve; as a rule, active = well fitted curve in the direction sought with a large enough effect; inconclusive = small, poorly fitted or top-dose-only effect, or another doubt; inactive = no such curve, though single readings can be large; an effect the other way counts as inactive or inconclusive. Potency is the fitted concentration of half-maximal effect. An excerpt. The share of hits here may be higher or lower than overall.

JMJD2A Tudor	BAZ2B block	POLB inh	POLH inh	BLM helicase inh	APEX1 inh	Pol kappa inh	POLI inh	G9a inh	Compound
-15.7%	11.9%	12.4%	2.7%	-5.0%	-5.5%	-11.9%	6.6%	1.1%[59 µM]	CCOC(=O)Cc1csc(SCC(=O)c2c(N)n(CC(C)C)c(=O)n(C)c2=O)n1
-21.8%	-37.5%	11.0%	-19.2%	-1.2%	1.6%	-1.5%	24.8%	-11.4%[59 µM]	O=C1NC[C@@H](Cc2cccc3ccccc23)N(CC2CCCCC2)C1=O
5.3%	28.1%	-2.1%	-12.8%	-9.4%	21.6%	2.0%	3.1%	-12.8%[59 µM]	Clc1ncnc2scc(C3COc4ccccc4O3)c12 (stereo not given)
34.3%	35.1%	-16.2%	-1.1%	-7.0%	8.5%	-14.3%	-1.7%	10.5%[59 µM]	CCCc1cc(C(=O)N2CCN(c3ccccc3C)CC2)cs1
-8.9%	11.6%	.	-11.5%	.	-1.3%	-10.0%	17.8%	16.2%[0.501 µM]	O=C(NC1CC(=O)N(c2ccc(F)cc2)C1)N1CCN(C(=O)c2ccco2)CC1 (stereo not given)
1.9%	.	.	-7.0%	.	-3.9%	10.8%	11.5%	.	O=C(CCc1ccccc1)Nc1cccc(S(=O)(=O)N2CCOCC2)c1
-31.0%	-35.0%	28.6%	-7.1%	-0.2%	-4.2%	-16.8%	8.1%	5.0%[59 µM]	CCCC1CCC(=NNC(=O)CNc2ccc(OC)cc2)CC1 (stereo not given)
?	?	0.3%	-21.8%	0.4%	1.0%	-18.5%	19.5%	50.1µM*	CCOc1ccc(-c2nc(C#N)c(N3CCN(CC)CC3)o2)cc1
2.1%	3.3%	-11.5%	-1.1%	1.2%	.	-18.3%	27.2%	15.9%[59 µM]	CCOc1ccc(CCNC(=O)c2cccc(Nc3nc4ccccc4nc3-n3nc(C)cc3C)c2)cc1OCC
8.5%	-2.0%	-19.3%	3.8%	-2.2%	-0.6%	1.5%	21.1%	0.9%[12.7 µM]	COc1ccc(F)cc1S(=O)(=O)N1CCC(C(N)=O)CC1

The final 2 records of the section above come first, to join the parts.
JMJD2A Tudor	BAZ2B block	POLB inh	POLH inh	BLM helicase inh	APEX1 inh	Pol kappa inh	POLI inh	G9a inh	Compound
2.1%	3.3%	-11.5%	-1.1%	1.2%	.	-18.3%	27.2%	15.9%[59 µM]	CCOc1ccc(CCNC(=O)c2cccc(Nc3nc4ccccc4nc3-n3nc(C)cc3C)c2)cc1OCC
8.5%	-2.0%	-19.3%	3.8%	-2.2%	-0.6%	1.5%	21.1%	0.9%[12.7 µM]	COc1ccc(F)cc1S(=O)(=O)N1CCC(C(N)=O)CC1
-25.7%	-9.8%	23.5%	-16.2%	-13.1%	7.5%	-2.7%	6.7%	?	COc1ccc(Nc2nc(Nc3ccc(OC)cc3)nc(-n3[nH]c(=O)c(C)c3C)n2)cc1
.	3.1%	-25.7%	.	-1.0%	4.8%	.	.	9.8%[59 µM]	COC(=O)c1ccc(-c2nc3ccccc3o2)cc1
-12.1%	-29.0%	?	-6.6%	-2.0%	18.9%	-19.9%	-12.2%	?	CSc1ccccc1NS(=O)(=O)c1cccc2nonc12
-24.0%	-29.4%	-14.9%	-3.2%	-3.1%	-5.7%	0.2%	79.6%[activator]	0.8%	CC(=O)c1c(C)[nH]c(C(=O)OCCOc2ccccc2)c1C
-5.0%	-9.9%	18.9%	1.5%	-1.0%	-1.4%	-6.9%[60.1 µM]	19.8%	-10.6%[0.501 µM]	Cc1ccc2nc(NC(=O)c3ccc4c(c3)OCO4)sc2c1
-7.2%	0.8%	2.9%	-11.7%	-2.1%	23.5%	-5.5%	17.8%	-1.3%[2.33 µM]	Cc1cccc(C(=O)Nc2ccc(Oc3cnccn3)cc2)c1
-3.6%	-27.6%	-23.2%	?	-10.0%	-6.9%	-19.1%	167.4%[activator]	-12.7%	CC(C)(C)c1ccc(C(=O)NCC(=O)OCC(=O)Nc2nc(-c3ccc(F)cc3)cs2)cc1
11.0%[57.1 µM]	-3.3%	-17.4%	-22.8%	-9.4%	0.3%	-0.8%	?	?	Cc1cc(C)c(C)c(S(=O)(=O)N2CCC(C(=O)Nc3ccccc3N3CCOCC3)CC2)c1C
-9.9%	3.3%	15.9%	-12.4%	-3.2%	.	-8.9%	17.9%	-3.7%[59 µM]	COc1cc(Cl)c(C)cc1NC(=O)c1ccc2c(Cl)c3c(nc2c1)CCC3
-14.7%	3.8%	29.6%	5.5%	-8.9%	-1.7%	-2.5%[60.1 µM]	17.4%	18.3%	O=C(Nc1ncc(Cc2cccc(Cl)c2)s1)C1=NCCN1
-23.7%	-27.3%	-0.6%	-4.0%	-9.7%	0.1%	-10.7%	6.9%	10µM*	C=CCn1c(SCC(=O)NCc2ccccc2)nnc1-c1cc(Br)ccc1O
-1.6%	0.7%	3.3%	5.7%	1.8%	8.4%	-4.6%	46.3%[activator]	-9.8%[59 µM]	CCC(C)(C)NC(=O)Cc1ccc(Cl)cc1
?	?	-7.6%	-5.7%	-4.8%	9.6%	-9.5%	-7.3%	?	COc1ccccc1N1CCN(/N=C/c2cc(Br)ccc2F)CC1
-29.9%	?	-1.6%	-3.2%	-2.6%	1.7%	-7.1%	50.3%[activator]	-0.7%[59 µM]	N=c1n(CC(=O)c2cccc([N+](=O)[O-])c2)c2ccccc2n1Cc1ccccc1
-13.9%	-33.7%	6.1%	-18.0%	2.1%	13.8%	-9.8%	158.1%[activator]	-2.4%[59 µM]	Cc1cccc(N2CCN(C(=O)Cc3ccc(-n4c(=O)[nH]c5ccsc5c4=O)cc3)CC2C)c1 (stereo not given)
-11.7%	10.6%	29.5%	-2.6%	0.1%	-3.5%	-13.4%	6.0%	-6.3%	COc1ccc(C(=O)OCC(=O)NC2CCCC2)c(OC)c1
-26.9%	-37.5%	14.0%	-9.9%	-6.2%	-6.7%	-7.0%	6.6%	?	CCOc1ccc(C(=O)NC(=S)Nc2ccccc2N2CCOCC2)cc1Br
-28.8%	-25.1%	12.5%	-12.7%	-1.2%	-12.0%	5.8%	2.4%	1.8%	COc1cc2c(cc1OC)CN(CC(=O)Nc1ccc(C)c(C)c1)CC2
?	-38.1%	.	6.3%	.	22.9%	-22.7%	35.9%[activator]	1.0%[2.33 µM]	COc1ccc(C2=NCCn3nc4cc([N+](=O)[O-])ccc4c32)cc1
-18.4%	-15.2%	-0.4%	-10.9%	3.1%	-12.8%	-0.5%	19.4%	-3.7%	CC1CC(C)CN(C(=O)COC(=O)CCCN2C(=O)c3cccc4cccc(c34)C2=O)C1 (stereo not given)
-10.9%	-2.3%	24.9%	-2.5%	-1.3%	6.7%	-5.1%	118.5%[activator]	8.5%	CN(C)S(=O)(=O)c1cccc(C(=O)c2nccn2C)c1
4.4%	8.6%	1.3%	4.5%	-2.5%	8.6%	-5.6%	33.1%[activator]	17.8%[59 µM]	CCCS(=O)(=O)C(=C(Nc1ccccc1)Nc1ccccc1)S(=O)(=O)CCC
-9.2%[11.4 µM]	-7.6%	14.9%	-15.4%	-4.2%	-2.5%	2.5%	?	-47.6%[59 µM]	COc1ccc(OC)c(NC(=O)CSc2nnc(CNC(=O)c3ccco3)o2)c1
?	.	.	-14.2%	.	13.5%	-13.0%	?	.	CCCCNc1c(-c2ccc(OC)c(Sc3ccc(OC)cc3)c2)nc2ccc(Cl)cn12
-24.9%	-24.7%	0.3%	11.7%	0.6%	2.8%	-11.8%	2.1%	-30.6%[59 µM]	COc1ccc(CNC(=O)CN(C(=O)c2cc3sccc3n2C)C2CCCC2)cc1
?	?	21.8%	3.4%	-2.4%	.	-3.4%	10.4%	17.8µM*	O=c1[nH]c2ccc(NCc3ccccc3F)cc2[nH]1
-3.7%	-2.9%	13.8%	-9.6%	-1.4%	-4.9%	3.8%	11.4%	15.4%[59 µM]	O=C(CSc1nnc(NC(=O)c2ccco2)s1)NC1CCCCC1
?	-15.1%	5.2%	0.3%	-14.3%	-3.0%	-23.5%	?	10µM*	CC(C)(C)C(=O)[C@@H]1[C@@H]2C(=O)N(C3CCCCC3)C(=O)[C@@H]2[C@H]2c3ccccc3C=CN12
-27.6%	-15.7%	?	-5.0%	-9.9%	-7.5%	-7.5%	3.3%	-6.2%[59 µM]	CCOC(=O)Cn1c(S(=O)(=O)Cc2ccccc2Cl)nc(-c2ccccc2)c1-c1ccccc1
-7.4%	-16.8%	-0.5%	-15.2%	-3.7%	.	-4.6%	3.7%	-1.0%[59 µM]	O=C(NCc1ccc2c(c1)OCO2)c1ccc2c(c1)N(Cc1ccccc1)C(=O)c1ccccc1S2=O (stereo not given)
-6.6%	0.1%	.	-7.2%	.	22.0%	-0.4%	-0.1%	-21.3%	Cc1cccc(NC(=O)COC(=O)CC2CCCC2)c1C
-16.2%	2.4%	.	-14.1%	.	15.5%	0.4%	29.2%	-23.3%[12.7 µM]	O=C(CN1C(=O)C(=O)N(C2CCCC2)C1=O)Nc1ccc(OC(F)F)cc1
-1.4%	-15.6%	16.9%	-0.5%	-3.5%	1.5%	2.9%	-6.1%	5.7%	O=C(NCC1CCCN(C(=O)c2cscn2)C1)c1ccccc1Cl (stereo not given)
-0.7%	0.0%	-11.7%	?	-17.0%	.	-19.0%	8.0%	15.5%[59 µM]	O=C(NCCn1cc(SCc2ccc(C(F)(F)F)cc2)c2ccccc21)c1ccccc1F
-12.7%	-11.5%	40.0%	-3.0%	2.3%	20.3%	18.0%	-8.4%	.	O=C(Nc1ccc(Cl)cc1)Nc1cnccn1
-16.6%	-4.0%	-2.4%	-12.0%	-10.0%	?	-4.5%	-12.0%	21.9%	CCNS(=O)(=O)c1ccc(CCC(=O)Nc2cc(Cl)ccc2Oc2ccccc2)cc1
-5.6%	4.7%	12.0%	-18.8%	1.7%	1.2%	-2.5%	19.9%	-46.2%[59 µM]	CCOCC(=O)Nc1nc2ccc(S(C)(=O)=O)cc2s1

Nothing new here: an excerpt of the list.
JMJD2A Tudor	BAZ2B block	POLB inh	POLH inh	BLM helicase inh	APEX1 inh	Pol kappa inh	POLI inh	G9a inh	Compound
-6.6%	0.1%	.	-7.2%	.	22.0%	-0.4%	-0.1%	-21.3%	Cc1cccc(NC(=O)COC(=O)CC2CCCC2)c1C
-16.2%	2.4%	.	-14.1%	.	15.5%	0.4%	29.2%	-23.3%[12.7 µM]	O=C(CN1C(=O)C(=O)N(C2CCCC2)C1=O)Nc1ccc(OC(F)F)cc1
